# Screens from PubChem.
# TPT1 inhibitor: Candida albicans TPT1 enzyme inhibitors, primary screen, biochemical, fluorescence polarization; tRNA 2'-phosphotransferase TPT1 (Candida albicans SC5314); recombinant caTPT1, FP RNA substrate dephosphorylation; inhibition, % at 5 µM; hit rate 0.81% among 300,000; AID 1962, 2009;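 active = inhibition above the mean of all tested compounds plus 3 SD, set per screening campaign, cut at about 24% in these data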;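 note: plate controls were DMSO alone for no effect and ferristatin control at 100 nM for full effect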
# MEX-5 binding: MEX-5 zinc finger RNA-binding disruptors – biochemical, C. elegans, fluorescence polarization, MLPCN library, primary screen. MEX-5/FITC-TCR2 RNA binding; active compounds read low. AID 1832, 2009. hit rate 0.38% among 300,000. activity score (negative = inhibition of binding), % at 10 µM;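 active = inhibition past about -25% in most replicates, and total fluorescence under double the plate's negative control median, limit read from the data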;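 note: 0% = DMSO and -100% = 5 µM competing unlabeled TCR2 RNA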
# MCL1-BIM inh: inhibitors of MCL1 binding to BIM-BH3, primary screen, biochemical, fluorescence polarization; AID 2057, 2009; GST-MCL1 / FITC-Bim-BH3 fluorescence polarization; Induced myeloid leukemia cell differentiation protein Mcl-1 (Homo sapiens), Q07820; inhibition, % at 10.9 µM; hit rate 0.68% among 320,000;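 active = inhibition above the mean inhibition of all tested compounds plus 3 SD, set per campaign, cut at about 40% in these data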;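 note: 0% = DMSO wells and 100% = unlabeled Bim-BH3 peptide control; higher means more loss of mP so more displacement of Bim peptide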
# Fam108B inh: mouse Fam108B serine hydrolase inhibitors, primary screen, counter-screen for RBBP9 inhibitor project, biochemical, fluorescence polarization; recombinant Fam108B, FP-Rh probe fluorescence polarization; inhibition, % at 9.51 µM; hit rate 0.33% among 300,000;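 active = inhibition above the screen mean inhibition plus 3 SD, computed separately per campaign, cut at about 18% in these data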;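 note: inhibitors lower polarization as less probe binds the enzyme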
# BCLXL inh: inhibitors of human Bcl-xL, primary screen, biochemical, fluorescence polarization, HTS; Bcl-2-like protein 1 (Homo sapiens), Q07817; GST-Bcl-xL / FITC-Bim BH3 peptide fluorescence polarization; inhibition, % at 10.9 µM; hit rate 0.7% among 320,000; AID 2129, 2009;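 active = inhibition above the mean of all tested compounds plus 3 SD, cutoff set per campaign, cut at about 30% in these data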;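 note: 0% = DMSO wells and 100% = unlabeled Bim-BH3 peptide competitor; inhibitors lower millipolarization by displacing the labeled peptide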
# Target sequence (Q07817 whole entry, looked up): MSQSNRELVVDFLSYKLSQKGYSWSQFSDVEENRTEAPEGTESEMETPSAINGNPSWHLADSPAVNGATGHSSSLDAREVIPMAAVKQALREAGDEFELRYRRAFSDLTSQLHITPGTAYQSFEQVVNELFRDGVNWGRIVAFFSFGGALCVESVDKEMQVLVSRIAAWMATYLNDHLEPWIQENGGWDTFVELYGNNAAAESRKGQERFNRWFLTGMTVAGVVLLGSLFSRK
# PAD4 FP inh: human PAD4 inhibitors, primary screen, biochemical, fluorescence polarization, 1536-well format. recombinant PAD4, RCA probe fluorescence polarization. inhibition, % at 6.36 µM. hit rate 0.41% among 330,000;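 active = percent inhibition above a cutoff equal to the mean of all tested compounds plus 3 SD, cut at about 15% in these data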;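 note: 0% = PAD4 with RCA probe and DMSO and 100% = probe without PAD4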
# GSTO1 inh: inhibitors of recombinant GSTO1, primary screen, counter-screen for RBBP9 inhibitor project, biochemical, fluorescence polarization; inhibition, % at 5.96 µM; hit rate 1.1% among 300,000; activity-based probe fluorescence polarization; AID 1974, 2009;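 active = inhibition above the campaign mean inhibition plus 3 SD, cut at about 35% in these data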;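 note: 0% = GSTO1-1 with DMSO and 100% = wells lacking GSTO1-1 enzyme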
# Target sequence (P78417 whole entry, looked up): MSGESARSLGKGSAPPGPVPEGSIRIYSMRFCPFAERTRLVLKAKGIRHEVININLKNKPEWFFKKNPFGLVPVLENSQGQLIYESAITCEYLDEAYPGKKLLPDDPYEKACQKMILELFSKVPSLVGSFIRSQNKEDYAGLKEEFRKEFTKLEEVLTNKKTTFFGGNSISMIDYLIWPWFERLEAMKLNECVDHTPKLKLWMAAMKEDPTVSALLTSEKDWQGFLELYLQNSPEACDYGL
# PME-1 inh: PME-1 inhibitors via competitive probe labeling, primary screen, biochemical, fluorescence polarization, FP-Rh probe, HTS; Protein phosphatase methylesterase 1 (Homo sapiens), Q9Y570; hit rate 0.53% among 320,000; inhibition, % at 5.9 µM; recombinant PME-1;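 active = inhibition above the campaign mean of all compounds plus 3 SD, cut at about 26% in these data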;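 note: competitive labeling of PME-1 active site by serine hydrolase directed probe; 0% = PME-1 with DMSO and 100% = wells lacking PME-1 enzyme; inhibitors block probe labeling so polarization falls and inhibition rises; many of its hits are not listed in these tables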
# GLD-1 RNA inh: GLD-1/TGE RNA complex disruptors, primary screen, biochemical, fluorescence polarization. Female germline-specific tumor suppressor gld-1 (Caenorhabditis elegans), Q17339. purified GLD-1 + fluorescein TGE RNA. inhibition, % at 5.96 µM. hit rate 0.44% among 320,000. AID 2280, 2010;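 active = percent inhibition above a per-plate cutoff, the plate mean of test compounds plus 3 SD, cut at about 30% in these data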;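 note: 0% = DMSO wells with GLD-1 and probe and 100% = wells lacking GLD-1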
# Target sequence (Q17339 whole entry, looked up): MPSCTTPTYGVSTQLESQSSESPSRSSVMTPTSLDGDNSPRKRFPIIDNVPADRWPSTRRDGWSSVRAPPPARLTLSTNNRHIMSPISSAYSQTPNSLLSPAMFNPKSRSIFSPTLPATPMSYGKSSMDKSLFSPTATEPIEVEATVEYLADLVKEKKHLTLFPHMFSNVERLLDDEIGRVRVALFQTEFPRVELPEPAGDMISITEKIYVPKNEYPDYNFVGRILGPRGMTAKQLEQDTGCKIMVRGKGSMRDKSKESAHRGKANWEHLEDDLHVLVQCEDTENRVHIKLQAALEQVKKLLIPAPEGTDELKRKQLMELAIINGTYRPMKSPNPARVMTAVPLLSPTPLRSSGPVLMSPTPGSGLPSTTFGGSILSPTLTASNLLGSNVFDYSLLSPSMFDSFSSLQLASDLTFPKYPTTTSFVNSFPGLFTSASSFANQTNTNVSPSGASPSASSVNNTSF
# Numbers without * were called inactive; . = no result given. Only part of the results is shown; count on the stated rates, not on these rows.
SMILES,TPT1 inhibitor,MEX-5 binding,MCL1-BIM inh,Fam108B inh,BCLXL inh,PAD4 FP inh,GSTO1 inh,PME-1 inh,GLD-1 RNA inh
CSc1ncccc1C(=O)OCC(=O)C(C)(C)C,-0.5,1.0,-0.5,-0.7,2.1,4.5,-1.5,-7.5,-1.0
Oc1ccc(-c2c(C3=CCCCC3)sc3ccccc23)cc1,-0.1,0.3,-5.9,-3.7,0.1,-7.2,0.8,-0.3,-4.4
Cn1ccc(C(=O)OCC(=O)Nc2cccc3ccccc23)n1,3.4,-1.8,-4.3,-3.1,-6.0,2.3,14.9,-1.8,2.5
O=C(c1c(F)cccc1F)N1CCCC(c2nc(-c3ccc(F)cc3)no2)C1 (stereo not drawn),-1.0,1.0,12.1,-1.5,6.5,-3.8,-1.4,10.4,0.5
COc1ccccc1C(CNC(=O)CN(C)S(=O)(=O)c1ccc(C)cc1)N1CCCC1 (stereo not drawn),.,.,5.6,.,-0.4,-0.9,.,0.3,-0.5
Cn1cc(/C=N/NC(=O)c2cccc([N+](=O)[O-])c2)c2ccccc21,1.6,-1.3,1.0,3.6,-2.2,-6.0,-1.1,-0.5,3.8
COc1ccc(-c2cc(C(F)(F)F)nc(SCCC(=O)Nc3cc(C)on3)n2)cc1,-1.5,1.7,-0.1,3.0,1.3,-6.1,-4.2,-5.1,-6.9
N#CCCn1ncn(-c2ccccc2)c1=S,3.3,3.5,-5.9,4.1,-2.2,-0.9,0.0,-3.0,9.1
CCOc1cc(/C=C2\SC(=S)N(Nc3ccccc3)C2=O)ccc1O,33.8*,.,-16.4,-139.7,-4.2,-35.1,-69.9,-176.1,-23.7
COc1ccc(NC(=O)CSc2nnc(-c3cccs3)n2N)c(OC)c1,-1.5,-2.1,4.3,-2.3,-1.3,-2.8,10.4,7.1,-5.1
Cc1ccc(C(=O)Nc2sc(C(=O)N(C)C)c(C)c2C#N)cc1,1.7,-1.7,7.1,7.5,2.5,-3.2,2.4,0.4,-6.4
O=C1CCC(=O)N1CN(C(=O)c1ccco1)c1ccc(Cl)c(Cl)c1,-6.9,1.0,7.9,-2.5,5.8,-0.2,2.1,-0.5,-2.3
O=C(Nc1cccnc1)c1ccc(S(=O)(=O)c2ccccc2)cc1,-3.7,1.7,-5.2,-1.1,-4.0,-8.7,0.7,0.3,-3.9
CN(Cc1ccc(F)cc1)C(=O)c1cccc(OCc2ccccc2)c1,-1.3,-2.0,8.8,-3.4,4.2,1.5,5.5,11.9,5.8
CCCCn1c(SCC(=O)Nc2ccccc2C(F)(F)F)nc2ccsc2c1=O,-3.2,0.6,-3.9,-4.9,0.7,-3.8,-3.2,-4.1,1.7
COc1ccc(/C(C)=N/Nc2nc(C)cc(-c3ccccc3)n2)cc1,-2.1,0.7,-1.4,-0.9,1.3,-0.7,1.4,-0.2,4.9
COc1ccc2oc(=O)c(-c3csc(Nc4ccc(O)cc4)n3)cc2c1,2.5,-0.1,-26.2,3.7,-8.0,-0.4,-15.1,18.7,6.4
COC(=O)c1sc(NC(=O)c2cc3c(s2)CCCC3)nc1C,0.4,-0.1,1.2,1.0,2.0,-4.8,-2.5,-4.9,-0.4
Cc1cc(C(=O)NN=C2CCCCC2)c2ccccc2n1,-1.1,.,5.9,-1.9,7.6,-0.6,7.1,-3.2,8.0
Cc1ccc(S(=O)(=O)N2CCC(=O)N(C(COCc3ccccc3)Cc3ccccc3)CC2)cc1 (stereo not drawn),0.9,2.1,-0.8,-0.8,0.6,1.9,-1.0,1.9,14.0
CN(c1ccccc1)S(=O)(=O)c1ccc2c(c1)oc(=O)n2C,-1.1,-0.8,4.2,0.1,1.3,1.5,-0.9,2.2,-9.2
COc1ccc(C2NC(=O)c3ccccc3O2)cc1OC (stereo not drawn),1.8,0.4,3.1,-0.4,3.3,0.7,2.4,3.1,1.6
C=CCOc1ccc(/C=C2/C(=O)ON=C2C)cc1OC,-2.7,1.9,-9.6,5.7,3.5,2.2,3.8,-3.3,-3.0
O=C(CNC1=NCCC1)c1ccc(Cl)cc1,-3.6,1.4,0.4,2.3,1.5,-5.2,13.4,-7.1,1.3
CCOC(=O)CN1CC23C=CC(O2)C(C(=O)NCc2ccc(F)cc2)C3C1=O (stereo not drawn),2.1,-0.1,0.9,3.7,-3.0,-5.6,5.9,2.5,7.7
O=C(CSc1ccc(-c2ccccn2)nn1)c1ccc(F)cc1,0.0,.,5.2,4.8,8.4,-1.7,2.4,-1.5,4.1
CCOc1cc2[nH]c(=O)n(CCCCC(=O)N3CCCCCC3)c(=O)c2cc1OCC,-0.6,0.7,2.4,-3.4,4.7,0.0,-4.5,3.0,6.8
CCCCC(=O)Nc1cc(N(C)C)nc2ccccc12,-0.6,-1.2,-0.1,-4.9,4.3,-2.7,0.1,0.4,-0.8
COc1cc(/C=C(/C#N)C(=O)NCCc2c[nH]c3ccccc23)ccc1OCc1ccccc1F,2.8,-1.0,7.3,-1.7,4.8,1.8,7.2,0.9,3.7
CC(c1ccccc1)N1C(=O)c2cccnc2C1=O (stereo not drawn),-0.7,0.3,-3.2,-2.4,-4.3,-5.4,6.6,0.5,1.1
CCc1noc(C)c1C(=O)Nc1cccc(S(=O)(=O)N(C)c2ccccc2)c1,2.8,-1.6,1.2,3.1,5.0,-8.0,-10.2,3.9,3.7
CC(C)Oc1ccc(Cn2c(=O)sc3ccccc32)cc1,-1.9,-0.7,15.8,4.0,8.3,0.8,-6.8,-3.0,2.6
Cc1cc(OCCCC(=O)Nc2nnc(C3CC3)s2)ccc1Cl,.,.,-3.7,.,-2.1,2.1,.,6.0,-2.1
Cc1cccc(OCc2nnc(SCC(=O)Nc3cccc(C(=O)N4CCOCC4)c3)o2)c1C,1.9,-1.1,-16.9,2.8,-7.3,0.0,-6.3,2.5,-1.4
O=C(CSc1ccsc1[N+](=O)[O-])N1CCN(c2ccc(Cl)cc2)CC1,2.8,0.8,20.8,0.9,15.3,-0.6,7.8,-4.8,8.3
COc1ccccc1OCC(O)Cn1nc(C)cc1C (stereo not drawn),-1.7,-1.4,4.1,-2.8,3.9,-2.8,8.3,0.4,-1.5
Cc1ccc(Nc2nnc(SC(C)C(=O)NCC3CCCO3)s2)cc1C (stereo not drawn),-0.1,-0.1,5.2,-1.8,4.3,-3.2,-5.1,0.9,-1.9
CC(=O)NC12CC3CC(C1)CC(C(=O)N1CCN(S(=O)(=O)c4ccccc4[N+](=O)[O-])CC1)(C3)C2,.,.,7.2,.,7.4,-2.0,.,4.0,3.0
COc1ccc(CCn2c(C3CCCCC3)nc3c(c(=O)c4ccccc4n3C)c2=O)cc1OC,5.2,.,-2.7,-3.0,-5.3,-1.6,0.3,3.8,-1.8
O=C(NNC(=O)C1CC1c1ccccc1)c1cccc([N+](=O)[O-])c1 (stereo not drawn),-3.8,-2.9,6.7,4.1,4.4,-1.3,0.7,-9.0,1.5
CCCCOC(=O)CSc1nnc(-c2ccc(Cl)cc2Cl)o1,-1.8,-3.2,-6.5,1.4,-6.6,-3.7,-1.6,-0.1,4.5
Cc1ccc(OCc2nc(C#N)c(N3CCCCC3)o2)cc1,1.1,-0.3,5.9,-1.7,5.3,-4.9,-1.9,7.5,2.7
COc1ccc(-c2csc(NC(=O)Cc3cc(OC)c(OC)c(OC)c3)n2)cc1OC,0.7,-5.9,-3.2,2.7,4.4,3.2,-14.3,-2.0,4.5
CCOC(=O)Cn1c(=O)cc(C)c2ccccc21,2.6,-0.8,2.0,1.4,8.7,2.2,11.2,-1.1,6.5
O=C(NCc1ccc(F)cc1)C1CC(=O)N(CCc2ccccc2)C1 (stereo not drawn),0.5,0.7,-0.8,2.7,8.0,-3.7,7.1,-11.6,8.3
Cc1cc(-c2n[nH]c(=S)n2Cc2ccccc2)cs1,-3.2,1.6,-16.4,0.8,-19.1,-1.7,-1.0,-4.0,2.7
O=C(/C=C\c1ccc2c(c1)OCO2)CC1(O)C(=O)Nc2ccccc21 (stereo not drawn),-1.8,1.7,-4.4,2.7,0.2,0.9,1.8,3.0,0.8
O=C1c2ccccc2S(=O)(=O)c2cc(C(=O)N(c3ccccn3)c3ccccn3)ccc21,-0.2,0.5,0.9,-1.2,1.8,-3.0,2.6,-4.8,2.2
CS(=O)(=O)c1nc(S(=O)(=O)c2ccc(Cl)cc2)c(N2CCN(CCO)CC2)s1,-2.3,-0.8,5.4,1.3,0.7,-0.8,-8.8,-2.5,-4.4
CC1=CC2=NC(=O)CC(C)(C(=O)N(CC(=O)NC(C)C)C3CCCC3)N2C=C1 (stereo not drawn),-1.9,-4.2,2.4,-0.3,4.5,-3.1,1.6,-4.2,-0.7

# Some values from above.
# COc1ccc(-c2csc(NC(=O)Cc3cc(OC)c(OC)c(OC)c3)n2)cc1OC @ PAD4 FP inh = 3.2
# O=C1c2ccccc2S(=O)(=O)c2cc(C(=O)N(c3ccccn3)c3ccccn3)ccc21 @ BCLXL inh = 1.8

# The list goes on.
SMILES,TPT1 inhibitor,MEX-5 binding,MCL1-BIM inh,Fam108B inh,BCLXL inh,PAD4 FP inh,GSTO1 inh,PME-1 inh,GLD-1 RNA inh
O=S(=O)(c1ccc(Cl)cc1)c1cc(O)ccc1O,1.9,0.7,-0.9,-4.0,-0.7,-0.6,61.2*,-1.0,-0.7
C=CCN(CC=C)S(=O)(=O)c1ccc2nc(NC(=O)C3CCCO3)sc2c1 (stereo not drawn),0.6,0.1,5.3,1.2,2.3,3.3,1.9,5.8,-0.6
CCOC(=O)CC(=O)CSc1nc2ccc(C)cc2cc1C#N,10.0,.,14.6,5.3,28.8,-2.5,5.0,-3.7,83.2*
CCN(C(=O)C12CC3CC(CC(C3)C1)C2)C1CCS(=O)(=O)C1 (stereo not drawn),1.3,1.5,6.3,-2.6,4.9,2.4,0.1,-1.3,-8.5
CC(Sc1nc(-c2ccccc2)cs1)C(=O)Nc1ccc(Cl)cn1 (stereo not drawn),-1.8,-0.6,12.7,-7.3,8.3,-3.4,1.2,-4.3,-6.1
O=C1CCC2CCCCC2(O)O1 (stereo not drawn),-1.5,-1.0,3.5,3.2,6.8,-1.6,9.6,-1.1,0.4
Clc1ccc(-n2nnc(-c3cccnc3Cl)n2)cn1,-2.3,-5.2,3.2,1.2,11.3,1.2,10.5,-9.4,0.9
COc1ccccc1NS(=O)(=O)c1cc(NC(=O)C2CCC2)ccc1N1CCCCC1,-0.1,-0.7,6.2,-27.8,6.9,-6.1,-24.6,-35.6,2.8
S=C(Nc1ccc(-c2nc3ccccc3[nH]2)cc1)Nc1cccnc1,1.0,-7.5,13.5,-10.5,6.5,-4.0,-4.9,-15.2,8.4
COCCCn1c(SCC(=O)Nc2cccc(C)n2)nnc1-c1ccco1,-5.0,0.6,-7.3,-3.2,1.4,1.2,-3.8,-2.5,-1.2
